Tb PGK inh = inhibitors of T. brucei phosphoglycerate kinase | 380,000 compounds, 0.043% hits | Potency, µM (doses to about 57.5 µM), for the others: at the highest dose activity change, negative = inhibition, most hits filed as inhibitors | P07378 | PGK/GAPDH coupled, Kinase-Glo luminescence, 60 min; note: potency is the fitted concentration of half-maximal effect; % is set by controls: 0 for no effect and ±100 for the full control effect; nearly all actives have a fitted effect of over 60% in size
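Luminescent ATP detection (Kinase-Glo Plus) follows a 60-minute room-temperature incubation, with wells lacking PGK as controls. Buffer: 100 mM TEA (pH 7.6), 5 mM MgCl2, 0.01% Tween-20. Coupling enzyme GAPDH (100 nM final) supplies unstable 1,3-BPG in-well.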
HP1b chromo inh = blocks HP1-beta chromodomain binding to methylated histone tails; 390,000 compounds, 0.56% hits; AlphaScreen HP1-beta / biotin-H3K9me3 peptide binding; Potency, µM (highest dose often 114 µM), for inactives: at the highest dose activity change, negative = inhibition, usual class: inhibitors; note: potency is the fitted concentration of half-maximal effect; nearly all actives have a fitted effect of over 70% in size; inactives centre near 23
Target sequence (P83916 whole entry, looked up): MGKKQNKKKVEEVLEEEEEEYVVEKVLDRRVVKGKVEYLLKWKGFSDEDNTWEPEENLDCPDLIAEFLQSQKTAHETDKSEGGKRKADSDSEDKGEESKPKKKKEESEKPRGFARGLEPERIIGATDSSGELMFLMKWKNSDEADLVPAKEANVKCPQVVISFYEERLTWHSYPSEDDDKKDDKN
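HP1-beta protein (50 nM final) preincubated 30 min at room temperature with biotinylated H3(1-18)K9me3 peptide (50 nM) in PBS pH 7.4, 0.01% Tween-20, then compound added for 30 min. AlphaScreen streptavidin donor/nickel chelate acceptor beads (10 ug/mL final), 30 min dark, luminescence read.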
GLS inhibitor = glutaminase GLS (human) inhibition; GLS enzymatic activity, qHTS titration; Potency, µM (titrated, usually from 45.5 µM), for the others: top-dose activity change, negative = inhibition, usual class: inhibitors; 410,000 compounds, 0.21% hits; note: potency is the fitted concentration of half-maximal effect; % is set by controls: 0 for no effect and ±100 for the full control effect
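Enzyme dispensed in phosphate buffer (45 mM, pH 8.2, 0.02% Tween-20), compounds pinned in, then 1 mM L-glutamine solution and the glutamate oxidase–HRP–Amplex Red mix added; fluorescence read immediately and again after 30 min at room temperature.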
PI4K2A inh = blocks human PI4K2A kinase activity. purified PI4K2A, ADP-Glo luminescence, 1 h; active compounds read low. activity change, negative = inhibition, % at 76.9 µM. 420,000 compounds, 0.13% hits. AID 1346378; in the data active = activity change below about -50%; inconclusive = mostly about -30% to -49%;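 note: -100% = wells without enzyme as full effect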
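PI4K2A activity was measured by ADP-Glo luminescence: enzyme (4 ug/mL stock) and phosphatidylinositol (1.2 mM stock) in Tris pH 7.5/MgCl2/EGTA/Triton X-100 buffer were reacted with ATP (300 microM stock) for one hour at ambient temperature.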
G9a inh = G9a (human) methyltransferase inhibition; 350,000 compounds, 8.8% hits; Potency, µM (series often up to 102 µM), inactives show at the top dose activity, negative = inhibition, usual class: inhibitors; G9a H3K9 monomethylation, AlphaScreen, 2 h; note: potency is the fitted concentration of half-maximal effect; % is set by controls: 0 for no effect and ±100 for the full control effect; nearly all actives have a fitted effect of over 75% in size
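Compounds were preincubated with 20 nM G9a for 15 min, after which biotinylated H3K9 peptide (500 nM) and SAM (20 uM) started a 2 h room-temperature reaction. Monomethylated product was quantified by antibody-based AlphaScreen chemiluminescence.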
BAZ2B block = blocks human BAZ2B | Q9UIF8 | AlphaScreen BAZ2B-H3K14Ac peptide displacement | Potency, µM (titrated, usually from 114 µM), without a hit: at the highest dose activity change, negative = inhibition, usual class: inhibitors | 360,000 compounds, 4.4% hits; note: potency is the fitted concentration of half-maximal effect; % is set by controls: 0 for no effect and ±100 for the full control effect; nearly all actives have a fitted effect of over 60% in size
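AlphaScreen displacement: compounds (up to 110uM) incubated 30 min at room temperature with a preformed 50 nM BAZ2B/50 nM biotinylated H3K14Ac peptide complex in PBS pH 7.4 with Tween-20. Donor and acceptor beads at 10 ug/mL final added, 20 min light-protected before reading.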
ERG-DNA inh = inhibitors of human ERG Ets domain-DNA interaction; P11308; fluorescence polarization, His-ERG Ets domain / labelled DNA; Potency, µM (series often up to 76.9 µM), inactives show at the highest dose FP activity, negative = inhibition, most hits filed as inhibitors; 370,000 compounds, 0.028% hits; AID 624246; active = well fitted inhibition curve with a large enough effect in the polarisation, with a control signal flat; inconclusive = small, poorly fitted or top-dose-only effect, or effect the other way, or a change in a side signal; inactive = no such curve, though single readings can be large or run the other way; the % refers to the polarisation;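 note: polarization taken with two DNA probes labelled with fluorescein and Texas red; potency is the fitted concentration of half-maximal effect; % of control where 0% means no effect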
Target sequence (P11308 whole entry, looked up, the tested form may be a part): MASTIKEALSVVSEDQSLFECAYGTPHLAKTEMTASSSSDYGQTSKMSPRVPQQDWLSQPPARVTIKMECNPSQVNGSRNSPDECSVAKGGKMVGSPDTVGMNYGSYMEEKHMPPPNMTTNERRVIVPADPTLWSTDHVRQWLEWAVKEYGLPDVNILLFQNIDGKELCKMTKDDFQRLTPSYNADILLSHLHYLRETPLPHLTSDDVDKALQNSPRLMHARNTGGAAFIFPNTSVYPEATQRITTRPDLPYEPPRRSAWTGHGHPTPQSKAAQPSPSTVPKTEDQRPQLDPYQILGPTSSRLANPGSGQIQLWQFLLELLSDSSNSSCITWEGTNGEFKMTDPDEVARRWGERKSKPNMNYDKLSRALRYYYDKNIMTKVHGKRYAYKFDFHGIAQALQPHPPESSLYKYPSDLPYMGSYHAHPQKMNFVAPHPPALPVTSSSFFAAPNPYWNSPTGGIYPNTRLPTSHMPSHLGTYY
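His-tagged ERG Ets domain (1 uM in the protein solution; 300mM KCl, 50mM Tris-HCl, 1mM EDTA, 1mM DTT, pH 7.5) received compound, then a probe mix of 5 nM fluorescein-DNA and 100nM Texas-615-DNA. Fluorescence polarization was read for both dyes.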
Pin1 inh = human Pin1 inhibition; Q13526; Pin1 FP peptide displacement, HiFluor488, 10 min; Potency, µM (titrated, usually from 115 µM), inactives show at the top dose activity, negative = inhibition, most hits filed as inhibitors; 390,000 compounds, 0.009% hits; AID 504891; active = well fitted inhibition curve with a large enough effect in the polarisation, with a control signal flat, not every such curve was filed as active; inconclusive = small, poorly fitted or top-dose-only effect, or effect the other way, or a change in a side signal; inactive = no such curve, though single readings can be large or run the other way; the % refers to the polarisation; note: potency is the fitted concentration of half-maximal effect; % is set by controls: 0 for no effect and ±100 for the full control effect
Target sequence (Q13526 whole entry, looked up): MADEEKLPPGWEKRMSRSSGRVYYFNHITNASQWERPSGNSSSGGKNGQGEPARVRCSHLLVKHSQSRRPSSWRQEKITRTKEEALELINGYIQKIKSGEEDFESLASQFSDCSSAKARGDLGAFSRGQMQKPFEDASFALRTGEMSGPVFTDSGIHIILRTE
JMJD2A Tudor inh = blocks the human JMJD2A Tudor domain | AID 504339 | Potency, µM (highest dose often 114 µM), inactives show top-dose activity change, negative = inhibition, actives largely listed as inhibitors | 390,000 compounds, 4.4% hits | AlphaScreen JMJD2A-Tudor / H3K4me3 peptide binding; note: potency is the fitted concentration of half-maximal effect; % is set by controls: 0 for no effect and ±100 for the full control effect; nearly all actives have a fitted effect of over 50% in size
Starred values were filed as active, the others as inactive; i = inactive; ? = inconclusive; / = not tested or not shown; & = joins results of further samples; ! = not confirmed by another sample; [ ] = another dose, or the depositor's remark. Unless noted, calls come from the whole dose curve; as a rule, active = well fitted curve in the direction sought with a large enough effect; inconclusive = small, poorly fitted or top-dose-only effect, or another doubt; inactive = no such curve, though single readings can be large; an effect the other way counts as inactive or inconclusive.

Start of the data: the first 2 compounds as a preview:
SMILES | Tb PGK inh | HP1b chromo inh | GLS inhibitor | PI4K2A inh | G9a inh | BAZ2B block | ERG-DNA inh | Pin1 inh | JMJD2A Tudor inh
CN1Cc2cccc3c2C(Cc2ccccc2S3)C1 (stereo unspecified) | i | 22.4% | -3.1% | 4.5 | ? | -7.6% | -2.7% | 0.6% | 10µM*
CCOc1ccc(N(CC(=O)NC2CCCCC2)S(=O)(=O)c2c(C)noc2C)cc1 | -10.9% | 17.8% | 1.6% | -2.1 | 19.1%[59 µM] | -0.6% | -2.2% | -9.8% | ?

All compounds of this part, from the start:
SMILES | Tb PGK inh | HP1b chromo inh | GLS inhibitor | PI4K2A inh | G9a inh | BAZ2B block | ERG-DNA inh | Pin1 inh | JMJD2A Tudor inh
CN1Cc2cccc3c2C(Cc2ccccc2S3)C1 (stereo unspecified) | i | 22.4% | -3.1% | 4.5 | ? | -7.6% | -2.7% | 0.6% | 10µM*
CCOc1ccc(N(CC(=O)NC2CCCCC2)S(=O)(=O)c2c(C)noc2C)cc1 | -10.9% | 17.8% | 1.6% | -2.1 | 19.1%[59 µM] | -0.6% | -2.2% | -9.8% | ?
Cc1cccn2c(=O)c(/C=C(\C#N)c3nc4ccccc4s3)c(Oc3ccc(Br)cc3)nc12 | 8.3% | 48.8% | -0.6% | -10.5 | ? | 1.6% | -4.3% | ? | -15.5%
C=CCOc1ccc(C2=NO[C@@H]3[C@@H]4C[C@@H]([C@H]5C(=O)N(C)C(=O)[C@@H]45)[C@H]23)cc1 | 5.1% | 19.3% | -3.1% | 2.4 | ? | -12.3% | 5.9% | 8.7% | -15.7%
O=C(C1Cc2ccccc2O1)N1CCCCC1 (stereo unspecified) | -3.7% | 36.3%[activator] | -4.4% | 4.2 | -8.7%[59 µM] | 24.0% | -1.2% | -2.3% | 6.4%
CCn1ncc(Br)c1C(=O)Nc1nccs1 | / | 23.7% | 7.7% | -2.0 | -3.6%[59 µM] | 4.3% | / | -3.4% | -34.9%
CCOC(=O)c1cc2sccc2n1CCCN1C(=O)c2ccccc2C1=O | / | 32.1% | -1.3% | 4.0 | 54.1%[activator] | 32.2% | 6.3% | 6.0% | 12.3%
O=C(N/N=C/c1ccc(Cl)cc1)c1cc2c(s1)-c1ccccc1CC2 | -12.9% | 15.1% | -7.0% | 4.6 | ? | -33.5% | 10.5% | -2.2% | -23.4%
CCCS(=O)(=O)c1nc(S(=O)(=O)c2ccc(C)cc2)c(NCCCN(C)C)s1 | i | 68.1%[activator] | -0.1% | 9.3 | -37.8% | 6.4% | -6.5% | 0.6% | 2.7%
Cc1cc(N2CC34C=CC(O3)C(C(=O)O)C4C2=O)no1 (stereo unspecified) | -1.8% | 18.6% | -2.6% | -0.7 | -35.0%[12.7 µM] | 11.5% | 8.5% | -4.9% | -0.8%[57.1 µM]
O=C(COC(=O)c1ccco1)NCc1ccc(Cl)cc1Cl | 5.0% | 21.6% | 2.6% | 1.5 | / | / | -8.5% | 2.4% | -7.5%
COc1ccc(CN2CCN(Cc3ccccc3)C(CCO)C2)cc1OC (stereo unspecified) | -5.8% | 37.8%[activator] | 4.1% | 1.3 | / | -1.0% | 1.1% | -6.1% | -12.4%
Brc1ccc2[nH]c3nc(SCCN4CCOCC4)nnc3c2c1 | 3.8%&-0.6% | 6.4%&33.3% | 21.2%&-3.2% | 11.6&-2.4 | 39.8µM* | -12.0% | -10.1%&4.4% | 1.6%&1.7% | 79.4µM*!
Cc1ccc([N+](=O)[O-])cc1S(=O)(=O)Nc1ccc(C(=O)N(C)C)cc1 | -2.4% | 53.5%[activator] | -2.2% | 3.0 | 3.4% | -34.4% | 0.9% | -1.8% | 6.2%
CC1=C(C(N)=O)C(c2cccs2)NC(=O)N1 (stereo unspecified) | i | 30.9% | -1.2% | 3.6 | / | -16.4% | 6.3% | 0.8% | 3.4%
S=C(NCCCN1CCOCC1)NC1CCCC1 | 5.3% | -17.4% | 1.0% | -15.5 | 2.3% | -10.9% | ? | 9.0% | -30.4%
O=C(NCC(c1ccc2c(c1)OCO2)N1CCOCC1)C(=O)Nc1cccc(Cl)c1 (stereo unspecified) | -3.6% | 24.9%[57 µM] | -2.4% | -0.3 | 0.1%[59 µM] | 1.2% | -0.9% | 21.5% | -18.7%
COc1ccc(NC(C)c2ccccc2)cc1 (stereo unspecified) | -2.5% | ? | -1.5% | 1.6 | 12.6µM* | 39.8µM* | ? | ? | 50.1µM*
CC(=O)c1c(C)[nH]c(C(=O)CN2C(=O)NC3(CCCCC3C)C2=O)c1C (stereo unspecified) | -8.3% | -2.9% | -1.1% | 0.5 | -8.2% | -32.6% | -0.6% | 0.5% | -12.9%
CCCNC(=O)NC1CCCCCCC1 | 4.1% | 32.2% | 0.0% | 3.8 | -5.5% | 9.0% | -1.6% | -4.1% | 11.1%
CCN(CC)C(=O)CSC(=Nc1ccccc1F)NC#N | -0.4% | 38.8% | 5.7% | 6.6 | 0.4%[12.7 µM] | -32.3% | 17.1% | ? | -12.3%
COc1cc(CNC[C@H]2O[C@@H](n3cnc(C(N)=O)n3)[C@H](O)[C@@H]2O)ccc1OCc1cccc(Cl)c1 | -0.6% | 28.1% | -4.4% | -1.1 | / | / | 5.4% | -4.4% | -27.3%
Cc1ccc(NC2c3ccccc3C(=O)N2CCN2CCOCC2)cc1 (stereo unspecified) | -4.2% | 7.1% | 6.7% | 2.4 | -3.4% | -1.6% | -3.6% | -0.6% | -26.1%
CCCN(C(=O)c1ccco1)c1nnc(-c2ccncc2)s1 | -5.1% | 53.5%[activator] | 1.7% | 8.4 | ? | 7.0% | -3.9% | -7.1% | -8.7%
CC(C)OC(=O)C1C(=O)CC(C)(O)C(C(=O)OC(C)C)C1c1ccc(F)cc1 (stereo unspecified) | 2.2% | 19.1% | 13.7% | -1.3 | 5.9% | ? | -6.0% | -3.5% | 1.9%
SMILES | Tb PGK inh | HP1b chromo inh | GLS inhibitor | PI4K2A inh | G9a inh | BAZ2B block | ERG-DNA inh | Pin1 inh | JMJD2A Tudor inh
CC(=O)N1CC2(C)CN(C(C)=O)CC(C)(C1)C2=O | -4.1% | 34.4% | -2.4% | 1.5 | -30.4% | 5.2% | -0.3% | -6.9% | -3.2%
CCSc1nnc(CCNS(=O)(=O)c2ccc(C(C)=O)cc2)n1C | -1.2% | 17.0% | -13.5% | 2.4 | -5.0% | 1.4% | 4.1% | 1.7% | -3.9%
CCOC(=O)c1ccc(NC(=O)c2c(NCc3cccs3)sc3c2CCCC3)cc1 | 3.3% | -7.3% | -1.3% | -5.8 | ? | 28.2µM* | -8.7% | -8.1% | ?
Cc1cc(Cl)ccc1NC(=O)C1CCCN1C(=O)c1cccs1 (stereo unspecified) | i | 29.8% | -5.1% | 5.5 | 1.9%[59 µM] | -0.1% | -5.9% | 66.3%[activator] | 6.7%
c1ccc(Cn2ncc3c(N4CCOCC4)ncnc32)cc1 | -5.2% | 27.0% | 1.3% | 10.4 | 11.9%[59 µM] | 10.4% | -1.3% | 2.0% | -10.3%
CN(Cc1cccs1)C(=O)Cn1cnc2ccccc2c1=O | -4.6% | 35.9% | -14.3% | 2.3 | 6.7% | 9.6% | -1.0% | -0.7% | 1.0%
CCC(=O)Nc1ccc(Nc2nc(Cl)nc(Nc3ccc(NC(=O)CC)cc3)n2)cc1 | -2.6% | 25.4% | 0.2% | 0.7 | -8.6% | / | -3.7% | 8.5% | -22.4%
CC(CNC(=O)CN1C(=O)NC2(CCCCC2C)C1=O)c1ccccc1 (stereo unspecified) | -5.5% | 25.3% | 3.3% | 2.7 | ? | -5.6% | 1.2% | -6.5% | -5.5%
COC(=O)c1ccc2cc(OC)cc([N+](=O)[O-])c2n1 | -11.6% | 10.8% | 0.3% | 3.1 | / | / | / | -4.1% | 4.2%
CCOC(=O)N1CCC(NC(=O)CCC(=O)N2CC(C)Oc3ccc(Cl)cc32)CC1 (stereo unspecified) | 0.3% | 28.2% | 2.6% | 10.7 | -2.4%[12.7 µM] | 4.7% | 3.9% | 7.2% | 0.8%
CCCN(CC(=O)Nc1ccccc1C)C(=O)C1CC(=O)N(Cc2ccccc2)C1 (stereo unspecified) | -10.7% | 20.1% | 4.3% | 7.2 | -34.7%[0.501 µM] | 14.6% | -0.2% | 6.9% | -2.7%
COc1ccc(N2CCN(C(c3cc(OC)ccc3OC)c3nnnn3CC3CCCO3)CC2)cc1 (stereo unspecified) | -1.1% | -0.2% | 47.6%[activator] | 0.6 | 14.1µM* | 50.1µM* | -2.6% | 7.3% | 79.4µM*
CC[C@H]1c2[nH]c3ccccc3c2C[C@H]2C(=O)N(c3ccc(F)cc3)C(=O)N21 | -8.3% | 13.1% | 7.9% | -0.2 | 2.7%[12.7 µM] | -8.1% | 0.6% | -9.4% | -21.8%

Quoted from the listing.
CCOC(=O)c1ccc(NC(=O)c2c(NCc3cccs3)sc3c2CCCC3)cc1 in Pin1 inh is listed with -8.1%
COc1ccc(CN2CCN(Cc3ccccc3)C(CCO)C2)cc1OC (stereo unspecified) in BAZ2B block is listed with -1.0%
